High-throughput results as filed in PubChem.
HIV RNase H inh: blocks HIV-1 RNase H cleavage of RNA/DNA duplex | RT-RNase H RNA/DNA duplex cleavage, fluorescence | P04585 | AID 565 | hit rate 1.9% among 65,000 | inhibition, % at 10 µM; in the data active means inhibition above about 50%
RmlCD inh mix: inhibitors of RmlC and RmlD coupled enzymes | hit rate 0.39% among 110,000 | inhibition, % at 5.5 µM | AID 1532 | RmlC/RmlD coupled enzyme inhibition, 384-well mixture HTS; in the data active means inhibition above about 30%, passing the limit was not always enough; further: strong numbers were not always called active
* marks the source's active call; other numbers are inactive results; . = not tested or not shown.

SMILES	HIV RNase H inh	RmlCD inh mix
O=C(O)c1cc2c(ccc3ccccc32)oc1=O	.	82*
CCCCNC(=O)CC(=O)Nc1ccccc1C(=O)O	-4	-9
CC1C(C#N)=C(N)OC2=C1C(=O)CCC2 (centres undefined)	-3	7
CC(=O)N1CCCc2cc(S(=O)(=O)NCCC3=CCCCC3)ccc21	-13	4
CC(C)n1cnc2c(Nc3cccc(Cl)c3)nc(N(CCO)CCCO)nc21	.	-12
CCCC(=O)N1CC2(CCC)CN(C(=O)CCC)CC(CCC)(C1)C2=O	-1	40
COCCn1c(SCC#N)nnc1-c1ccc(OC)cc1	.	-6
O=S1(=O)N=C(N2CCCc3ccccc32)c2ccccc21	-58	6
O=C(NC1CC1)c1sccc1-n1cccc1	.	-10
Cn1cc(S(=O)(=O)NCc2ccco2)c(=O)n(C)c1=O	1	-8
CCOC(=O)C1(CC)NC(c2ccc(N(C)C)cc2)C2C(=O)N(C)C(=O)C21 (centres undefined)	-5	-14
Fc1cccc(Cl)c1Cn1nnc2c(-n3ccnc3)ncnc21	-15	1
Cc1cc(C)c(C)c(S(=O)(=O)Nc2ccc(OCC(=O)O)cc2)c1C	.	1
Cn1c(=O)cc(SCC(=O)N2CCN(c3ccccn3)CC2)c2ccccc21	-21	-43
O=C1CN(C(=O)COC(=O)c2ccccc2NCc2ccco2)c2ccccc2N1	.	-74
COc1ccc(OCC(=O)Nc2nc3ccccc3[nH]2)cc1	.	14
Cc1cc(NC(=O)CSc2nc3ccccc3n2CC(=O)N2CC(C)CC(C)C2)no1 (centres undefined)	-12	11
Cc1ccc(C2Nc3ccc4ccccc4c3C3=C2C(=O)CC(C)(C)C3)o1 (centres undefined)	.	-43
COc1ccc(Oc2nc(-c3ccccc3)ncc2S(=O)(=O)c2ccccc2)cc1	.	25
CCOc1cc(C(=O)Nc2nnc(CC)s2)ccc1OCC(=O)N1CCOCC1	.	0
CCc1ccc(NC(=O)CSc2nnc(CNC(=O)c3c(F)cccc3Cl)o2)cc1	-1	-5
COc1ccccc1-c1cc(C(F)(F)F)nc(S(=O)(=O)CCCC(=O)O)n1	.	11
COc1ccc(CC2C(=O)NC(=O)NC2=O)c(OC)c1	8	-18
O=C(Oc1oc(-c2ccco2)nc1C=Nc1ccccc1)c1ccoc1	16	5
Cc1ccc(-c2nc(CS(=O)CC(=O)NC3CCC(C)CC3)c(C)o2)cc1 (centres undefined)	-4	10

Exported with two lines to a compound: part of the list above.
Values in the order: HIV RNase H inh, RmlCD inh mix
COCCn1c(SCC#N)nnc1-c1ccc(OC)cc1
 : ., -6
O=S1(=O)N=C(N2CCCc3ccccc32)c2ccccc21
 : -58, 6
O=C(NC1CC1)c1sccc1-n1cccc1
 : ., -10

Next compounds follow:
SMILES	HIV RNase H inh	RmlCD inh mix
COC(=O)C1=C(C)NC2=C(C(=O)CCC2)C1c1cn(Cc2ccc(Br)cc2)nc1-c1ccccc1 (centres undefined)	.	10
CCCCOc1ccc(Cl)cc1CSc1nnc(C)n1N	-10	-28
CSc1nc(C)cc(OCC(=O)n2nc(C)cc2C)n1	-6	6
COc1ccc(NC(=O)c2ocnc2C)cc1OC	-5	7
CN(Cc1ccccc1)C(=O)c1cnc2n(c1=O)CCS2	-6	9
CC(=O)OCC1OC(n2ccc(=O)[nH]c2=O)C(O)C1O (centres undefined)	1	20
Oc1c(Cl)cc(Cl)cc1C(C#Cc1ccccc1)N1CCOCC1 (centres undefined)	.	0
COc1ccc(Cc2nc(-c3cccs3)no2)cc1OC	72*	3
CC[N+](CC)(CC)C/C(N)=N/O	-10	-11
O=C(Nc1cccc2cccnc12)c1cccnc1	-28	-14
COC(=O)c1sccc1NC(=O)CSc1nnnn1-c1ccccc1F	-107	4
C=C(C)COc1ccc2oc(C)c(C(=O)OCCOC)c2c1	-16	3
CC12CC3CC(C)(C1)CC(C(=O)Nc1nn[nH]n1)(C3)C2	-5	10
COc1ccc(OC)c(S(=O)(=O)NCCO)c1	-5	-7
Cc1cc(Nc2ccc(F)cc2)nc(N)n1	.	3
Cc1nc2c(cnn2-c2ccccc2Cl)c(=O)n1-c1ccc(N2CCC(C)CC2)cc1	.	7
Nc1nnnn1/N=C/c1ccccc1OCc1ccc(Cl)cc1	.	-13
CC(=O)Nc1ccc(NC(=O)CSCc2cnn(-c3ccccc3)c2-n2cccc2)cc1	.	5
CC[C@@H](C)C(NC(=O)OC(C)(C)C)c1cn([C@@H](CCC(=O)OC(C)(C)C)C(=O)N2CCN(C(=O)OC(C)(C)C)CC2)nn1 (some centres undefined)	.	-14
CC(C)CC1NC(=O)N(CC(=O)N2CCN(S(=O)(=O)c3ccc(Cl)cc3)CC2)C1=O (centres undefined)	-3	-11
CCOC(=O)n1c(=O)oc2ccc(Cl)cc21	.	7
CCS(=O)(=O)Nc1ccc(Cc2ccc(NS(=O)(=O)CC)cc2)cc1	.	8
COc1cc2c(cc1OC)C(SC)=NC(C)(C)C2	.	-13
CCCCCC(=O)N/N=C/c1ccc([N+](=O)[O-])o1	.	8
O=C(O)CCn1c(=O)c2ccccc2c2ccccc2c1=O	2	16

Complete entries, quoted from the list:
Cc1cc(NC(=O)CSc2nc3ccccc3n2CC(=O)N2CC(C)CC(C)C2)no1 (centres undefined) is listed as HIV RNase H inh: -12; RmlCD inh mix: 11
CCc1ccc(NC(=O)CSc2nnc(CNC(=O)c3c(F)cccc3Cl)o2)cc1 is listed as HIV RNase H inh: -1; RmlCD inh mix: -5
CN(Cc1ccccc1)C(=O)c1cnc2n(c1=O)CCS2 is listed as HIV RNase H inh: -6; RmlCD inh mix: 9

In the list so far, these have two or more sulfur atoms:
SMILES	HIV RNase H inh	RmlCD inh mix
COC(=O)c1sccc1NC(=O)CSc1nnnn1-c1ccccc1F	-107	4
CCS(=O)(=O)Nc1ccc(Cc2ccc(NS(=O)(=O)CC)cc2)cc1	.	8

More records:
SMILES	HIV RNase H inh	RmlCD inh mix
CN(C)c1nc(SCC#N)nc(N2CCOCC2)n1	.	-8
NC(=O)C1=C[C@@H](C2CCCCC2)C[C@@H](OCc2ccc(CO)cc2)O1	.	5
COc1ccc(CCNC(=O)CN(c2ccccc2)S(C)(=O)=O)cc1OC	.	-13
CSC(=NCCCN1CCOCC1)NS(=O)(=O)c1cccs1	1	-7
Cc1ccc(S(=O)(=O)N2CCCC2C(=O)N2CCCCCC2)cc1 (centres undefined)	-3	.
CN1CCN(c2ccc(NC(=O)COc3ccccc3Cl)cc2)CC1	-23	-11
Cc1oc(-c2ccccc2F)nc1CSCC(=O)NCc1ccc2c(c1)OCO2	-50	-5
O=C(N1CCOCC1)N1CCN(S(=O)(=O)N2CCCCC2)CC1	-14	-3
C/C=C/c1c(F)c(F)c(Oc2ccc(C(=O)O)cc2)c(F)c1F	.	6
CC(C)(C)NC(=O)Cn1cc(C(=O)c2ccccc2F)c2ccccc21	.	1
O=C(N1CCC(O)(c2cccnc2)CC1)C12CC3CC(CC(C3)C1)C2	2	2
CN(C)CCNC(=O)Cn1nc(-c2ccc(Cl)cc2)ccc1=O	-25	.
Cc1cccc2cc(CN(CCCN3CCOCC3)Cc3nnnn3C(C)(C)C)c(=O)[nH]c12	-3	-78
Cc1cc(C)c(NC(=O)CS(=O)CC(=O)NCCCc2ccccc2)c(C)c1 (centres undefined)	.	-6
O=C1C=C(NCc2ccc(Cl)cc2Cl)C2(CCCCC2)O1	.	-16
Cc1ccc(NC(NC(=O)c2ccccn2)C(Cl)(Cl)Cl)cc1 (centres undefined)	.	-6
NC(=O)C1(N2CCCCC2)CCN(Cc2ccccc2Cl)CC1	-1	5
CCOP1(=O)C=C(C(C)(C)C)OC1c1ccc(F)cc1 (centres undefined)	2	-10
CC(C)NC(=O)C(=O)NC1CCCCCC1	.	5
Fc1ccc2nc3n(c2c1F)CCCCCC3	-31	2
COc1ccc(S(=O)(=O)N2CCC(C(=O)NCCc3ccc4c(c3)OCO4)CC2)cc1	3	0
N#Cc1cccc(-n2nnnc2-c2ccccn2)c1	-5	4
CCOC(=O)CNC(=O)Cn1cnc2c(nnn2-c2ccc(C)cc2)c1=O	-3	7
OCCNc1nc(C2CC2)nc2c1nnn2Cc1ccccc1Cl	-13	-4
Cc1cc(C(F)F)n2nc(C(=O)Nc3ccc(F)cc3F)nc2n1	-5	7

Continued, overlapping the part above by 7 compounds.
SMILES	HIV RNase H inh	RmlCD inh mix
CC(C)NC(=O)C(=O)NC1CCCCCC1	.	5
Fc1ccc2nc3n(c2c1F)CCCCCC3	-31	2
COc1ccc(S(=O)(=O)N2CCC(C(=O)NCCc3ccc4c(c3)OCO4)CC2)cc1	3	0
N#Cc1cccc(-n2nnnc2-c2ccccn2)c1	-5	4
CCOC(=O)CNC(=O)Cn1cnc2c(nnn2-c2ccc(C)cc2)c1=O	-3	7
OCCNc1nc(C2CC2)nc2c1nnn2Cc1ccccc1Cl	-13	-4
Cc1cc(C(F)F)n2nc(C(=O)Nc3ccc(F)cc3F)nc2n1	-5	7
CC(C)Nc1ncnc2c1nnn2Cc1ccccc1	.	-10
COc1cc(OC)c(C(=O)NC2CCCCCC2)cc1OC	-3	0
Cc1ccc(C)c(C(=O)CCC(=O)Nc2cccnc2)c1	-20	12
Cn1nnc(C(O)CN2CCOCC2)n1 (centres undefined)	-3	.
O=c1c(-c2nc3ccccc3s2)cccn1Cc1ccc(Cl)cc1	.	-16
OC(COC(c1ccc(Cl)cc1)c1ccc(Cl)cc1)CN1CCCC1 (centres undefined)	.	14
CSc1nc2ccccc2n1CC(=O)Nc1c(C)cccc1C	.	8
COc1cc(C(CCN2CCOCC2)c2c(OC)cc(OC)c3c2OC(=O)CC3c2ccc(N(C)C)cc2)cc(OC)c1OC (centres undefined)	.	7
COc1nc(/C(N)=N/O)nc(N2CCCCC2)n1	1	2
Cc1ccc(-c2nc3nc4ccccc4nc3n2Cc2ccco2)cc1	9	-11
COc1ccc(S(=O)(=O)NCCCN2CCOCC2)c2ccccc12	-4	-224
CCOC(=O)C1C(=O)CC(C)(O)C(C(=O)OCC)C1c1ccccc1 (centres undefined)	.	-12
CCC(C(=O)NC1CCCC1)N(Cc1ccc2c(c1)OCO2)C(=O)c1snc(C(N)=O)c1N (centres undefined)	-8	-7
O=C(COc1ccc2ccccc2c1)NNC(=O)Cc1cccc2ccccc12	.	9
CCOC(=O)c1sc2nc(C)cc(C)c2c1N	-11	46
CC1=NN(/C(=N\c2nnc(C)s2)Nc2ccc(C(C)(C)C)cc2)[C@H](c2ccc(C)cc2)S1	.	-8
CCOC(=O)c1cc(C#N)c(SC)nc1-c1ccccc1	.	10
O=C(Nc1nnc(-c2ccccc2Cl)o1)c1nc2ccccc2s1	.	-8
CCOC(=O)c1ccc(Cn2c(-c3ccccc3)nnc2-c2ccccc2)o1	-20	-14
COc1ccc(NC(C)=O)cc1NC(=O)CN1CCN(C(=O)c2ccco2)CC1	.	3
CC(=O)c1ccc(NC(=O)c2cn(-c3ccccc3)nc2-c2ccncc2)cc1	.	-10
CC(C)CC(=O)O/N=C1\C(=O)N(c2ccccc2)c2ccccc21	.	7
[O-][n+]1onc2c3cc(-c4ccccc4)nnc3ccc21	.	-9
CCCCCCc1ccc(-c2ncc(N)cn2)cc1	-8	-9
Cc1cc(NC(=O)c2ccc(F)cc2F)n(-c2nc3ccccc3[nH]2)n1	.	5
CC(=O)NCc1nc2ccccc2n1Cc1ccccc1F	1	6
O=C1c2oc3ccccc3c(=O)c2C(c2ccccn2)N1Cc1ccccc1 (centres undefined)	3	0
COc1cccc(-c2nc(CS(=O)(=O)CC(=O)NCc3ccccc3OC)c(C)o2)c1	-6	4
Cc1ccc(Cn2nnc3c(=O)n(CC(=O)NCc4ccco4)cnc32)cc1	-4	3

Not all compounds are listed; count on the stated rates, not on these rows.
